# Screening results deposited in PubChem by several laboratories.
# MOR-DOR ag: OPRM1-OPRD1 heterodimerization agonism; P35372+P41143; cells, luminescence; activation, % at 9.3 µM; 0.3% of 340,000 active; AID 504326; in the data active = activation above about 18%;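 note: 0% = vehicle-treated cells and 100% = reference agonist; values of inactives mirror those of a sister screen read the other way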
# Target sequence (P35372 whole entry, looked up): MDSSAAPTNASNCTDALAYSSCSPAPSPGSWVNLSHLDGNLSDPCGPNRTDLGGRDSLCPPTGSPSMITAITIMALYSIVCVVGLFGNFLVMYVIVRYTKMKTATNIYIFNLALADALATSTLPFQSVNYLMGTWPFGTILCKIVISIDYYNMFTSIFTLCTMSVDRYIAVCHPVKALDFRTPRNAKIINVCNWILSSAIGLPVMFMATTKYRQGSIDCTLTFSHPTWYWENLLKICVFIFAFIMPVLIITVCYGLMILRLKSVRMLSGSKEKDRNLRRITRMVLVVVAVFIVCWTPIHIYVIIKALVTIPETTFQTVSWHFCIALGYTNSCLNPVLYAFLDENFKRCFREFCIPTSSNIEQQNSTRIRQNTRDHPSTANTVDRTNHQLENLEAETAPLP
# Target sequence (P41143 whole entry, looked up): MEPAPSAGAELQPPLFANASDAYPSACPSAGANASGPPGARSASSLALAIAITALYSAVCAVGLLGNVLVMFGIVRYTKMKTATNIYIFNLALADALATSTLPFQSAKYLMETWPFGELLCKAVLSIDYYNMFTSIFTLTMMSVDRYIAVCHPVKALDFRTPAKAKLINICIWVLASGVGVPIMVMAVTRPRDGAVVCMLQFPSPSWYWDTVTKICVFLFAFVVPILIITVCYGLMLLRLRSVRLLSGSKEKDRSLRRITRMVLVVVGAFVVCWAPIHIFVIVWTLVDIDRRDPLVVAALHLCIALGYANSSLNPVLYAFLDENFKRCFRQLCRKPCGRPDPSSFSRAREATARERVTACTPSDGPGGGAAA
# CAL PDZ FP: inhibitors of human CAL PDZ peptide binding. purified CAL PDZ, TMR-peptide fluorescence polarization, 1 h. inhibition, % at 24.9 µM. 0.92% of 300,000 active;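 active = mean inhibition of at least 30% with at least half of replicates also reaching 30%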;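 note: 0% = DMSO neutral control and 100% = excess unlabeled competitor peptide PRC23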
# RTF Ca sens inh: cardiac RTF calcium desensitization. IANBD-labeled cardiac RTF, Ca2+ fluorescence. inhibition, % at 7.15 µM. 0.12% of 340,000 active. AID 493244. P19429+P45379;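 active = inhibition above the mean inhibition of all tested compounds plus 3 SD, cut at about 17% in these data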;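 note: assay run at fixed EC70 calcium of 1.6 mM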
# OPRM1-OPRD1 inv: mu-delta opioid heterodimer inverse agonism | cell-based MOR-DOR heterodimer luminescence | inhibition, % at 9.3 µM | 0.21% of 340,000 active | P35372+P41143; in the data active = inhibition above about 22%, passing the limit was not always enough;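 note: 0% = cells with DMSO and 100% = wells without cells with DMSO; values of inactives mirror those of a sister screen read the other way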
# V-ATPase pHluor: yeast V-ATPase proton transport regulation by pHLuorin | S. cerevisiae, pHLuorin cytosolic pH fluorescence | response, % at 10 µM | 0.37% of 350,000 active | AID 504577; in the data active = response mostly above about 7.3%, no sharp cut-off; inactive = mostly below about 5.4%; note: actives read high; inactives centre near 0; some compounds called inactive have numbers as strong as hits; reference of the scale not given here
# cardiac RTF act: cardiac RTF calcium sensitization. P19429+P45379. IANBD-labeled TnC RTF fluorescence at EC20 calcium; 0% EC20 calcium, 100% full calcium. activation, % at 7.2 µM. 0.24% of 340,000 active;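 active = activation above the mean over all tested compounds plus 3 SD, cut at about 30% in these data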;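 note: rise in fluorescence read as greater calcium sensitivity of cardiac thin filaments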
# Keap1 Nrf2 FP: inhibitors of human Keap1-Nrf2 protein-protein interaction; Q14145; Keap1 Kelch-Nrf2 peptide fluorescence polarization, 1536-well; inhibition, % at 9.4 µM; 0.15% of 340,000 active; AID 504523; in the data active = inhibition above about 12%;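 note: human Keap1 Kelch domain with fluorescein labeled Nrf2 9mer peptide probe; 0% = neutral control wells and 100% = peptide positive control; higher means more block of Keap1 binding to Nrf2 peptide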
# LANA DNA inh: inhibitors of KSHV LANA C-terminal domain DNA binding; inhibition, % at 9 µM; 0.078% of 340,000 active; AID 504423; MBP-C-LANA/FAM-LBS DNA binding, fluorescence polarization;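 active = highest replicate inhibition at or above 60% at 9 µM, even if other replicates fall short; inactive = all replicates below 60% inhibition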;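 note: 0% = neutral control wells and 100% = 4 µM acridine orange control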
# HTR5A inv ctr: HTR5A inverse agonism, opioid heterodimer counter-screen | P47898 | HTR5A cell line, luminescence | inhibition, % at 9.3 µM | 0.083% of 340,000 active | AID 504634; in the data active = inhibition mostly above about 23%, no sharp cut-off; inactive = mostly below about 18%;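 note: 0% = cells with DMSO and 100% = no-cell wells with DMSO; some compounds called inactive have numbers as strong as hits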
# HTR5A ag ctr: activates human HTR5A in OPRM1-OPRD1 agonist counter-screen; 0.61% of 340,000 active; activation, % at 9.3 µM; HTR5A agonist assay, luminescence, cell-based; AID 504692; P47898; in the data active = activation mostly above about 9.5%, no sharp cut-off; inactive = mostly below about 7.6%;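 note: 0% = cells with vehicle only and 100% = reference agonist; strong numbers were not always called active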
# * = called active by the depositor; / = no result given.
SMILES | MOR-DOR ag | CAL PDZ FP | RTF Ca sens inh | OPRM1-OPRD1 inv | V-ATPase pHluor | cardiac RTF act | Keap1 Nrf2 FP | LANA DNA inh | HTR5A inv ctr | HTR5A ag ctr
CCN1C=C(Cc2cccs2)C2=C(C1)C(c1cccs1)C(C#N)=C(N)O2 (stereo unspecified) | -0.4 | -2 | -17 | 2 | -1 | 2 | -12 | 0.3 | -24 | 0
COCCn1c(SCC(=O)Nc2ccc(F)cc2)nc2c(oc3ccccc32)c1=O | -4.4 | -18 | -2 | 20 | 3 | 5 | -2 | 2.8 | -8 | -1
O=C(Nc1ccccc1)C1Cc2ccccc2CN1C(=O)c1ccco1 (stereo unspecified) | -1.6 | -3 | -3 | 9 | -4 | 6 | -6 | 1.5 | 2 | -2
O=C(NC1CCCC1)c1cc(-c2ccccc2Cl)on1 | 0.0 | -2 | 1 | 0 | -4 | 0 | -3 | 0.0 | 18 | -7
COc1ccc(S(=O)(=O)N2CCCN(S(=O)(=O)c3ccc(OC)c(C)c3)CC2)cc1C | -0.5 | -4 | -10 | 3 | 3 | 2 | 3 | -0.4 | 12 | -4
Cc1ccc(C(C)C)c(OCCCNCc2cccnc2)c1 | 0.5 | 3 | -21 | -3 | -1 | 3 | -3 | -1.9 | -10 | 4
Cc1ccc(NC(=O)CCc2ccc(C)o2)c(Br)c1 | 0.3 | 14 | -5 | -2 | 0 | 4 | -3 | 0.4 | -17 | 6
Fc1cccc(CCN2CCNC[C@@H]2CC2CCCCC2)c1 | 1.8 | -2 | 2 | -10 | 4 | 7 | -2 | -1.7 | -13 | -5
O=S1(=O)N=C(c2ccccc2)c2ccccc21 | -1.4 | 0 | -12 | 7 | 4 | -1 | 0 | 1.7 | -12 | 0
Nc1ncnc(Oc2cccc(C(F)(F)F)c2)c1[N+](=O)[O-] | -1.7 | 0 | -7 | 8 | -3 | -4 | -1 | -4.6 | 7 | -3
CSc1nc(N)nc(SCCS(=O)(=O)c2ccc(Cl)cc2)c1C#N | -0.2 | -2 | 0 | 1 | -5 | 3 | -1 | -0.9 | 21 | 1
CC(C)(C)C1CCC(C(=O)Nc2ccc(N3CCOCC3)cc2N2CCOCC2)CC1 (stereo unspecified) | -0.8 | / | -2 | 3 | -6 | -3 | -1 | -0.2 | 2 | -2
Fc1cccc(Cl)c1Cn1ncc2ccccc21 | -1.3 | 2 | -9 | 6 | 4 | 6 | -1 | 0.1 | 5 | -1
COc1ccc2oc(C(=O)OCC(=O)NCCc3ccccc3)c(C)c2c1 | -2.0 | 2 | 5 | 11 | 1 | -4 | 1 | -0.2 | -7 | 5
CCCc1nnc(NC(=O)CN2CCOCC2)s1 | -2.5 | -4 | -8 | 14 | 4 | 7 | 0 | -0.5 | 3 | 0
O=c1c2ccccc2nc2sc3ccccc3n12 | -1.4 | -3 | 4 | 6 | 0 | -9 | 1 | 0.1 | -11 | 4
CCOC(=O)c1c(NC(=O)c2cccs2)sc2c1CCC2 | -0.8 | 0 | -2 | 5 | -4 | -3 | -6 | 0.8 | 15 | 5
COc1ccc(-n2cnnc2SCC(=O)NC2CCCc3ccccc32)cc1 (stereo unspecified) | 0.2 | -1 | -1 | -1 | -2 | -2 | -1 | -0.6 | -32 | 1
CCOc1ccccc1C(=O)Nc1nnc(C(C)C)s1 | 0.8 | / | -8 | -4 | -5 | 2 | -2 | -1.4 | -30 | 10
CCN(CC)S(=O)(=O)c1ccc(C)c(NC(=O)CNCCN(C(C)C)C(C)C)c1 | 1.8 | 1 | -13 | -9 | 0 | 4 | -2 | 0.4 | 2 | -2
CCCCc1nnc2c(N(C)S(=O)(=O)c3ccc(C)cc3)nc3ccccc3n12 | -3.7 | -2 | 5 | 18 | 0 | -2 | -3 | 8.7 | -4 | 2
COc1ccccc1CN1C(=O)C2CC=CCC2C1=O (stereo unspecified) | -0.1 | / | -6 | 1 | -1 | -1 | 0 | -1.7 | 18 | 6
COc1ccc(C(=O)c2ccc(Cl)c([N+](=O)[O-])c2)cc1 | 1.1 | -3 | -4 | -6 | 5 | 7 | -4 | -0.5 | -7 | 3
Cc1ccc(C)c(N2CCN(C(=O)c3ccc(CS(=O)Cc4ccc(Cl)cc4)o3)CC2)c1 (stereo unspecified) | -2.3 | -1 | 1 | 12 | 1 | -5 | 2 | -1.7 | -24 | 8
COc1ccc(NC(=O)c2ccc(Cl)cc2)c[n+]1[O-] | -1.5 | -1 | -1 | 7 | 3 | -3 | -4 | -1.8 | 8 | -2
Cc1ccc(CCNC(=O)C2CCCN(C(=O)c3cc4sccc4n3C)C2)cc1 (stereo unspecified) | -1.0 | -3 | -4 | 6 | 1 | 1 | -2 | 1.2 | -41 | -5
CC(C)N1CCC(N2CCN(Cc3ccc4nonc4c3)CC2CCO)CC1 (stereo unspecified) | -2.0 | -1 | -3 | 10 | 2 | -3 | -3 | 1.4 | 1 | 6
Clc1ccc(-c2nnc3n2CCCCC3)cc1 | -2.4 | 0 | -37 | 14 | -2 | -2 | 1 | 16 | 2 | 4
CCOC(=O)C[C@H]1c2ccccc2S(=O)(=O)N1Cc1cccc(C(F)(F)F)c1 | -2.2 | 3 | 3 | 12 | -3 | -3 | -3 | -0.5 | -2 | 2
CCCc1nc2n[nH]c(N)c2c2c1CCCC2 | 2.0 | -5 | -8 | -12 | / | 7 | -6 | 1.7 | 10 | 1
CCc1ccccc1NC(=O)C1CCN(C(=O)N2CCOc3ccccc32)CC1 | -2.3 | -3 | -1 | 14 | -1 | -1 | 2 | -2.1 | -12 | 4
CCCCOc1ccc(C(=S)N2CCC(C(N)=O)CC2)cc1 | -1.2 | -3 | 3 | 7 | 0 | 0 | 0 | -0.6 | 8 | -3
Cc1c(NC(=O)/C(=C\c2ccccc2)NC(=O)c2ccccc2)c(=O)n(-c2ccccc2)n1C | -1.8 | -6 | -5 | 10 | -4 | -2 | 2 | -4.2 | -11 | 4
Cc1ccc2c(c1)N(C(=O)CCC(=O)Nc1ccccc1Br)CC(C)O2 (stereo unspecified) | 1.0 | / | -4 | -6 | -2 | 4 | -6 | -0.2 | 5 | -2
NC(=O)Nc1ccc(Oc2c(F)c(F)c(F)c(F)c2F)cc1 | 3.2 | 0 | 4 | -18 | -3 | -3 | 2 | 0.0 | 0 | 0
Cc1ccc(CN2CC(C(=O)N3CC=C(c4ccccc4)CC3)CC2=O)cc1 (stereo unspecified) | -1.7 | -2 | -3 | 9 | 5 | -4 | -4 | 0.7 | 20 | 3
CCC(CC)C(=O)OCC(=O)Nc1cc(OC)c([N+](=O)[O-])cc1C | 1.7 | -3 | -16 | -9 | -3 | 13 | 1 | 0.6 | -15 | -2
Cc1cccc(CC(=O)NCCN2CCOCC2)c1 | -0.2 | / | 3 | 1 | 9 | -1 | -6 | -3.2 | -8 | 4
CC(NC(=O)c1cc2ccccc2o1)c1cccs1 (stereo unspecified) | 1.5 | -3 | -4 | -8 | -1 | 11 | -4 | -1.2 | -22 | 9
Cc1cc(C(=O)COC(=O)c2ccc3c(c2)NC(=O)CS3)c(C)n1CCc1ccc(Cl)cc1 | -0.1 | -1 | -2 | 1 | 1 | 2 | 0 | -0.9 | -3 | 1
O=C(NCc1nc2ccccc2[nH]1)c1ccco1 | -1.4 | 0 | -9 | 8 | 9 | 2 | 5 | 2.8 | 4 | -1
Cc1ccc(C(C(=O)NC2CCCC2)N(Cc2ccc(F)cc2)C(=O)c2csnn2)o1 (stereo unspecified) | -3.3 | 1 | 1 | 20 | -2 | -4 | 0 | 2.3 | -12 | 3
CCOC(=O)c1c(C)nc2c(c1C)/C(=N/O)CC(C)(C)C2 | 1.5 | -3 | 6 | -9 | 4 | -2 | -3 | -0.4 | -5 | 2
Cc1cccc(CSCCNC(=O)c2ccc(N(C)S(=O)(=O)c3ccccc3)cc2)c1 | 1.9 | -1 | -1 | -11 | 4 | 10 | -2 | -0.5 | -11 | 2
COC(=O)c1ccc(C(C(=O)NCc2ccccc2)N(Cc2ccco2)C(=O)c2cnccn2)cc1 (stereo unspecified) | -3.9 | -1 | -11 | 22 | -7 | 2 | -5 | -0.4 | -4 | 1
O=c1c(C/C=C/c2ccccc2)c(O)nc2n1CCCS2 | -1.8 | -2 | -1 | 10 | 1 | -5 | -1 | -0.4 | 13 | 2
Cn1c(=O)c(=O)n(C)c2cc(N3CCCC3)c(NS(=O)(=O)c3ccc(Cl)cc3)cc21 | 0.7 | -5 | -3 | -4 | 4 | 1 | -6 | -0.8 | -3 | 1
COc1ccccc1NC(=O)CSc1ccc2nnc(CCNC(=O)c3ccccc3)n2n1 | -0.6 | 1 | 4 | 3 | -3 | 4 | -1 | -0.8 | 1 | 4
CCN(C(=O)COC(=O)Cc1c[nH]c2ccccc12)C1CCS(=O)(=O)C1 (stereo unspecified) | -0.2 | 1 | -9 | 1 | 5 | 3 | -4 | -0.5 | 3 | -1
O=S(=O)(Nc1ccc(N2CCOCC2)cc1)c1ccc(F)cc1 | -1.4 | -4 | -22 | 7 | -3 | 2 | 2 | -0.6 | 9 | -3

# Six entries from above, ordered by SMILES length, high to low:
SMILES | MOR-DOR ag | CAL PDZ FP | RTF Ca sens inh | OPRM1-OPRD1 inv | V-ATPase pHluor | cardiac RTF act | Keap1 Nrf2 FP | LANA DNA inh | HTR5A inv ctr | HTR5A ag ctr
Cc1cccc(CSCCNC(=O)c2ccc(N(C)S(=O)(=O)c3ccccc3)cc2)c1 | 1.9 | -1 | -1 | -11 | 4 | 10 | -2 | -0.5 | -11 | 2
CC(C)(C)C1CCC(C(=O)Nc2ccc(N3CCOCC3)cc2N2CCOCC2)CC1 (stereo unspecified) | -0.8 | / | -2 | 3 | -6 | -3 | -1 | -0.2 | 2 | -2
COc1ccccc1NC(=O)CSc1ccc2nnc(CCNC(=O)c3ccccc3)n2n1 | -0.6 | 1 | 4 | 3 | -3 | 4 | -1 | -0.8 | 1 | 4
COc1ccc2oc(C(=O)OCC(=O)NCCc3ccccc3)c(C)c2c1 | -2.0 | 2 | 5 | 11 | 1 | -4 | 1 | -0.2 | -7 | 5
CCOC(=O)c1c(NC(=O)c2cccs2)sc2c1CCC2 | -0.8 | 0 | -2 | 5 | -4 | -3 | -6 | 0.8 | 15 | 5
O=S1(=O)N=C(c2ccccc2)c2ccccc21 | -1.4 | 0 | -12 | 7 | 4 | -1 | 0 | 1.7 | -12 | 0

# Additional entries:
# Screens in order: MOR-DOR ag | CAL PDZ FP | RTF Ca sens inh | OPRM1-OPRD1 inv | V-ATPase pHluor | cardiac RTF act | Keap1 Nrf2 FP | LANA DNA inh | HTR5A inv ctr | HTR5A ag ctr
COC(=O)C1=CN(Cc2ccc(OC)c(OC)c2)C=C(C(=O)OC)C1c1cccc(O)c1
    -3.2 | -2 | -17 | 16 | -1 | 1 | -7 | 0.0 | -26 | 1
CCN(Cc1ccccc1)S(=O)(=O)c1cc(C(=O)NCC2CCCCC2)ccc1OC
    0.5 | / | -10 | -3 | -1 | 4 | -2 | 0.0 | 14 | -6
O=C(Nc1ccccc1)OCCNC(=O)c1cccc(Br)c1
    -0.7 | -3 | 0 | 3 | -1 | -4 | -3 | 1.0 | 3 | -1
COc1cc2c(cc1OC)C(C(=O)NC(C)c1ccccc1)CC(=O)N2 (stereo unspecified)
    -4.2 | -3 | -6 | 19 | 3 | 5 | -4 | -0.7 | -1 | 0
NS(=O)(=O)c1cccc(NC(=O)c2cccc3c(Br)cccc23)c1
    2.1 | -8 | -17 | -10 | 1 | 1 | -3 | 0.6 | -2 | 1
COc1ccc(C(=O)N2CCC(=O)N(C(CO)Cc3ccccc3)CC2)cc1 (stereo unspecified)
    -3.3 | -1 | 0 | 18 | -1 | 6 | 0 | -0.8 | -18 | -1
